MITF TRPM1 inh: reduces MITF-dependent TRPM1 promoter luciferase signal. actives 0.83% (n = 330,000). SK-MEL-5 TRPM1 promoter luciferase, 24 h. inhibition, % at 12.5 µM;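 active = mean inhibition across replicates of 60% or more, whatever share of single replicates reaches that level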; also: values of inactives mirror those of a sister screen read the other way
EBV LMP1 NFkB: Epstein-Barr LMP1 NF-kappaB reporter inhibition | LMP1-induced NF-kappaB luciferase reporter cells, luminescence | inhibition, % at 12.5 µM | actives 0.69% (n = 350,000) | AID 504558; in the data active = inhibition above about 41%;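 also: 0% = neutral control wells and 100% = reference inhibitor control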
HIF-2a inh: inhibitors of HIF-2a | 786-0 RCC cells HIF-2a reporter, luciferase luminescence, overnight | inhibition, % at 18.8 µM | actives 0.72% (n = 360,000);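 active = inhibition of the luminescence signal of 40% or more relative to plate controls, in a single-dose primary screen at 18.75 µM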
Shn3 3UTR inh: Schnurri-3 reporter inhibition in Clone20 osteoblasts. inhibition, % at 12.5 µM. actives 0.52% (n = 360,000). AID 588674. Clone20 osteoblast Shn3 3'UTR firefly luciferase, 24 h;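 active = mean inhibition of at least 75% with every replicate also reaching 75%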;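 also: 0% = median of neutral control wells and 100% = pilot-screen positive control compound; some compounds past the cut are filed as inactive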
KKLEB cytotox: reduces viability of KKLEB cystic fibrosis airway cells. activity change (cytotoxicity), % at 5 µM. KKLEB CF airway cells viability, ATPlite luminescence, overnight; active compounds read low; cells stimulated with P. aeruginosa culture filtrate. AID 602141. actives 0.36% (n = 360,000);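 active = corrected activity change at or below -50% at 5 µM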
Peg3 prom inh: inhibitors of Peg3 promoter | HeLa PEG-Prom luciferase reporter, luminescence, overnight | inhibition, % at 20 µM | actives 1.7% (n = 360,000);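 active = inhibition of at least 50% at 20 µM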
NR2E3 ag-1: NR2E3 (human) agonism | GST-NR2E3/biotin-RetCOR TR-FRET, 1536-well | inhibition of corepressor binding, % at 4.78 µM | actives 0.12% (n = 320,000) | AID 2300;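 active = percent inhibition above the cutoff of mean plus 3 SD of all tested compounds, set per screening campaign, cut at about 20% in these data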;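 also: 0% = DMSO wells and 100% = biotin wells as full block of FRET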
Target sequence (Q9Y5X4 whole entry, looked up): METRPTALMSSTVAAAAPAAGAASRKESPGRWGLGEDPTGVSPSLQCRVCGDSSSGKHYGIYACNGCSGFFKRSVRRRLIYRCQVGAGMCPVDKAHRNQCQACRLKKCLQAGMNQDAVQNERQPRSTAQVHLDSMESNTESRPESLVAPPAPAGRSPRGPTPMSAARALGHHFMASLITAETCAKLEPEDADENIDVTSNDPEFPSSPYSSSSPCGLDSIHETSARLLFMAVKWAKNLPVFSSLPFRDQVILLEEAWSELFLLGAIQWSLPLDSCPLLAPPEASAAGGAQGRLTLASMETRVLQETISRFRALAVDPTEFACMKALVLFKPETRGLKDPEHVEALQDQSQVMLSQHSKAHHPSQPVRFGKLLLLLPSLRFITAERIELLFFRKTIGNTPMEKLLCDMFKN
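System: GST-NR2E3 and biotin-RetCOR proteins; probe or stimulus: 7 nM biotin-RetCOR; doses: compound at 4.8 µM, single dose; schedule: Compound–protein incubation for 5 h at 4 °C; detection: time-resolved FRET; read-out: percent inhibition; controls: biotin wells as high control, 0.6% DMSO wells as low control; format: 1536-well plates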
iPSC survival up: enhancers of human iPSC single-cell survival; hiPSC single-cell survival, ATPlite luminescence; 100% = ROCK inhibitor wells, 0% = DMSO; survival enhancement, % at 20 µM; actives 0.044% (n = 360,000); in the data active = survival enhancement above about 18%;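 also: cells exposed to compounds for 16 hours before the ATP read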
TRAIL sens C8: caspase-8 TRAIL sensitization. NB7+C8 cells + TRAIL, ATPlite viability luminescence. inhibition (viability loss, TRAIL sensitization), % at 10 µM. AID 624354. actives 1% (n = 360,000);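 active = compounds causing at least 50% loss of cell viability in the single-dose screen, relative to plate controls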
NR2E3 ag-2: activates human NR2E3 receptor; actives 0.35% (n = 360,000); Q9Y5X4; AID 602229; CHO-S Gal4-NCOR/VP16-NR2E3 two-hybrid, luciferase; inhibition of corepressor binding, % at 3.98 µM;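 active = inhibition above the mean of all tested compounds plus 3 SD, cut at about 70% in these data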;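 also: 0% = DMSO with NR2E3 transfected cells and 100% = cells lacking NR2E3 construct; higher means lower luciferase signal from less NR2E3 corepressor binding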
CF NFkB block: blocks PAF-induced NF-kB reporter in cystic fibrosis cells | KKLEB NF-kB-GFP reporter, GFP fluorescence overnight | actives 0.86% (n = 360,000) | inhibition, % at 5 µM;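 active = at least 50% inhibition at 5 µM, scaled per plate between neutral and stimulator controls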;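 also: PAF is a Pseudomonas aeruginosa culture filtrate used as stimulus; plate controls were PAF-stimulated DMSO wells for no effect and unstimulated DMSO wells for full effect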
Numbers without * were called inactive; · = no result given. Not all compounds are listed (hit frequency here may not be typical).

SMILES	MITF TRPM1 inh	EBV LMP1 NFkB	HIF-2a inh	Shn3 3UTR inh	KKLEB cytotox	Peg3 prom inh	NR2E3 ag-1	iPSC survival up	TRAIL sens C8	NR2E3 ag-2	CF NFkB block
CSc1ccccc1NC(=O)C1(C)CCN1C(=O)CCC1CCCC1 (centres undefined)	·	·	14	-1	-16	12	·	-2.0	0	-34	9
CC(=O)c1ccc(NC(=O)CN2CCOCC2)cc1	7	5	1	13	7	-11	-1	1.2	-4	9	-11
C/C=C\C=C/C(=O)Nc1cccc(C2=NOC3(C2)C[C@@H](C(N)=O)N(C(=O)/C=C/C=C\C)C3)c1 (some centres undefined)	5	-12	16	9	1	8	1	1.8	-6	-3	-6
COC(=O)c1ccccc1NC(=O)C1CCN(C(=O)c2ccc(OC)cc2)CC1	2	7	8	8	1	8	0	2.4	-26	-13	-4
O=S(=O)(c1ccccc1)N1CCN(c2ncnc3sc(-c4ccccc4)cc23)CC1	4	23	16	80	-2	1	·	-0.3	36	-17	7
Cc1ccc2nc(CNC(=O)C3CCC(=O)N(Cc4ccccc4F)C3)cn2c1 (centres undefined)	-9	-4	9	3	4	6	·	-0.2	7	-8	-2
O=c1c(C(c2ccc(F)cc2)c2c(O)nc3n(c2=O)CCS3)c(O)nc2n1CCS2	-9	3	12	6	4	0	-1	0.2	-17	-19	-15
C[C@@H]1C(c2ccccc2)=NN(c2ccccc2)[C@H]1C(=O)N1CCOC1=O	0	-10	-3	-14	-1	11	·	-2.4	19	-36	-12
Cc1ccc(S(=O)(=O)N2CCN(Cc3cc(=O)n4ccccc4n3)CC2)cc1C	8	-8	12	0	2	16	0	-2.9	1	19	-29
COc1ccc(COc2ccc3c(C)cc(=O)oc3c2)cc1	-68	-25	-331	-44	7	-382	2	0.2	-9	-112	16
COc1ccc(C)cc1S(=O)(=O)N1CCN(S(=O)(=O)c2cc(C(=O)O)ccc2C)CC1	-9	-3	20	0	11	-7	3	3.1	-7	22	0
Cc1nc2cc(-c3ccccc3)nn2c(C)c1CCC(=O)NCc1ccco1	32	3	69*	12	0	-59	4	-0.7	7	-2	2
Cc1cc(C(C)(C)C)n2nc(C)c(-c3ccccc3)c2n1	10	2	21	14	13	4	1	-0.5	-33	14	-15
Cc1ccc(C=Nc2ccccc2C(N)=O)o1	-10	-2	9	-7	-7	-14	-1	2.8	-5	14	9
CC(C)(Oc1ccc(Cl)cc1)C(=O)O/N=C(\N)c1ccncc1	-7	-6	2	-26	-3	0	-3	0.6	-21	12	-19
CC(=O)Nc1cccc(NC(=O)c2cccc(Cl)c2)c1	·	·	-96	0	3	-35	·	-0.1	-5	-1	-3
O=C(Nc1ccccc1Cl)N1CCN(C/C=C/c2ccccc2)CC1	1	-5	13	-47	1	20	-2	-0.3	3	28	-7
COc1ccc(CNC(=O)c2c(C)nc3ccccn23)cc1	2	4	3	29	-8	1	0	1.2	-6	17	10
Cc1ccc2c(c1)C1(OCCCO1)C(=O)N2CC(=O)NN	·	·	20	-10	-9	2	0	0.5	20	-28	9
CN1CCC(=O)N([C@H](CO)Cc2ccccc2)CC1	-5	-4	10	0	5	7	0	1.7	-4	-26	-3
O=C(Nc1ccc(F)c(Cl)c1)C1Cc2c(-c3ccc(Cl)cc3)ccnc2O1 (centres undefined)	·	·	-3	14	-18	17	·	-1.5	-5	-5	26
Cc1ccc(S(=O)(=O)N(C)CC(=O)N2CCN(Cc3ccccc3)CC2)cc1	-6	9	-37	7	-13	-19	·	-0.3	-8	-10	33
O=C(NCCc1ccccc1)c1nc2c(nnn2Cc2ccccc2Cl)c(=O)[nH]1	4	10	21	11	-9	18	0	-0.8	4	-10	19
Cc1cc(NC(=O)CN2CCN(C)CC2)no1	4	-5	13	-15	6	5	0	-3.2	1	-17	3
O=C(NCc1ccco1)c1n[nH]c(=O)c2ccccc12	0	10	13	8	8	13	-1	-0.5	-1	7	16
O=C1CC[C@@H]2CC3(C[C@@H]4CCN1[C@H]24)Nc1cc([N+](=O)[O-])ccc1NC3=NC1CCCCC1 (some centres undefined)	-5	11	1	-15	1	-9	·	0.8	-20	-1	-8
Cc1nc2c([nH]1)C1(CCN(Cc3ccccc3)CC1)C(C#N)=C(N)O2	5	10	0	10	2	11	1	2.8	-6	2	-4
COc1ccc(C(=O)CSc2nnc(-c3ccco3)c(-c3ccco3)n2)cc1	-2	4	-6	23	4	14	·	-1.3	-6	-15	-3
CCC(=O)Nc1ccc(F)c(Cl)c1	12	4	11	-4	-3	10	2	7.3	9	-8	0
CCOc1ccc(NC(=O)CSc2nc3nc(C)cc(C)n3n2)cc1	-11	·	1	36	-4	4	1	0.0	-12	22	14
N#Cc1cccc(NC(=O)C2CCCN(C(=O)c3ccc(Cl)cc3)C2)c1 (centres undefined)	-6	1	-8	2	17	12	1	-2.6	-11	-2	8
O=C(NCc1cccs1)C1CCN(S(=O)(=O)c2ccc(Br)s2)CC1	6	-3	16	0	2	15	-2	0.6	9	27	-12
CCOc1ccccc1N(C)C(=O)Cn1ncc2c([nH]c3ccc(C)cc32)c1=O	-5	-8	5	9	-4	32	0	0.9	18	14	20
COc1cccc(C(=O)NC2CC3CCCC(C2)N3CC(=O)Nc2ccccc2)c1 (centres undefined)	9	8	-13	11	4	14	1	-1.6	17	-8	-6
COc1ccc(C(=O)COC(=O)c2ccccn2)c(OC)c1	-64	-3	-5	-19	-22	-180	·	1.3	-4	-12	27
COc1ccc2c(c1)NC(C)(C)C=C2C	14	10	9	24	4	18	-2	-0.6	0	-20	14
N#CC1=C(N)Oc2c(O)cc3ccccc3c2C1c1ccsc1 (centres undefined)	6	3	20	13	-14	42	0	0.0	-7	-6	28
Cc1nc2ccc(NC(=O)c3ccco3)cc2nc1C	38	-7	9	9	6	-2	1	-0.8	-1	9	22
COc1cc(NC(=O)c2ccccc2)c(OC)cc1NC(=O)Cc1ccc(C)cc1	24	-6	3	32	4	-4	-4	-0.3	-7	-12	-9
CCCN=C(N)/C(C(=O)OCC)=C(\O)c1ccc(OC)cc1	-1	5	-18	-15	2	3	-1	2.4	-20	16	11

Next part; it opens with the 4 that closed the last part.
SMILES	MITF TRPM1 inh	EBV LMP1 NFkB	HIF-2a inh	Shn3 3UTR inh	KKLEB cytotox	Peg3 prom inh	NR2E3 ag-1	iPSC survival up	TRAIL sens C8	NR2E3 ag-2	CF NFkB block
N#CC1=C(N)Oc2c(O)cc3ccccc3c2C1c1ccsc1 (centres undefined)	6	3	20	13	-14	42	0	0.0	-7	-6	28
Cc1nc2ccc(NC(=O)c3ccco3)cc2nc1C	38	-7	9	9	6	-2	1	-0.8	-1	9	22
COc1cc(NC(=O)c2ccccc2)c(OC)cc1NC(=O)Cc1ccc(C)cc1	24	-6	3	32	4	-4	-4	-0.3	-7	-12	-9
CCCN=C(N)/C(C(=O)OCC)=C(\O)c1ccc(OC)cc1	-1	5	-18	-15	2	3	-1	2.4	-20	16	11
CC(C)CNC(=S)N1CCN(c2nc3ccccc3s2)CC1	-5	12	-33	25	4	-6	-1	0.4	3	-21	18
COc1ccc(OC)c(NC(=O)CSc2nnc(CNC(=O)c3cccs3)o2)c1	-5	5	2	-2	-1	13	-1	0.4	-10	-24	-5
O=C(C[C@H]1C[C@H](C(=O)N2CCCCC2)[C@@]2(CCc3ccccc3)c3[nH]c4ccc(Cl)cc4c3CCN2C1=O)NCc1cccc(C(F)(F)F)c1	38	14	3	65	-29	5	·	-2.1	6	-1	43
Cc1ccc(NC(=O)COc2ccc(C(=O)c3ccccc3)cc2)c(O)c1	8	15	6	38	-4	5	2	-0.5	15	-33	-12
O=C(Nc1ccc(C(=O)N2CCCCC2)cc1)C1CC1	1	-1	-4	6	2	-15	·	-1.9	8	-56	5
O=c1c2[nH]c3ccccc3c2ncn1CCN1CCOCC1	0	4	2	-26	-3	7	0	-2.4	2	-9	-12
COc1ccccc1C(=O)NC(=O)COC(=O)CN1C(=O)NC(C)(C)C1=O	0	-3	13	3	-4	13	2	0.8	-4	-4	0
Cc1cc(-c2cc(NC=O)c3ncc(-c4cccc(C(=O)NCCN(C)C)c4)n3c2)cc(C)c1O	·	·	38	-4	-1	-26	·	-2.9	21	-9	-36
CCc1nnc(NC(=O)c2cc([N+](=O)[O-])ccc2N2CCOCC2)s1	-13	-4	14	0	0	4	5	0.4	-2	-4	-2
CC1CC1C(=O)OCC(=O)Nc1ccccc1Oc1ccccc1 (centres undefined)	3	2	8	8	7	6	2	3.9	3	-27	12
Cc1cc(C)cc(N(C(=O)c2ccccn2)C(C(=O)NC2CCCCC2)c2cccs2)c1 (centres undefined)	0	6	-1	20	9	29	0	-2.9	0	-13	-6
CCOc1ccc(N2C(=O)CC(N)C2=O)cc1 (centres undefined)	-3	4	-1	0	0	13	2	4.2	-17	-10	4
CCN(CC(=O)N1CCN(C)CC1)S(=O)(=O)c1ccc(Cl)cc1	1	-9	2	-7	5	6	3	4.4	-16	3	3

Structures above with a nitro group on carbon:
SMILES	MITF TRPM1 inh	EBV LMP1 NFkB	HIF-2a inh	Shn3 3UTR inh	KKLEB cytotox	Peg3 prom inh	NR2E3 ag-1	iPSC survival up	TRAIL sens C8	NR2E3 ag-2	CF NFkB block
O=C1CC[C@@H]2CC3(C[C@@H]4CCN1[C@H]24)Nc1cc([N+](=O)[O-])ccc1NC3=NC1CCCCC1 (some centres undefined)	-5	11	1	-15	1	-9	·	0.8	-20	-1	-8
CCc1nnc(NC(=O)c2cc([N+](=O)[O-])ccc2N2CCOCC2)s1	-13	-4	14	0	0	4	5	0.4	-2	-4	-2

Bioassay records: PubChem BioAssay, several laboratories
